# E coli growth: counter-screen for AddAB inhibitors: E. coli growth inhibition | inhibition, % at 11.9 µM | AID 449728 | 330,000 compounds, 0.27% hits | E. coli V3065 growth, OD600 absorbance, 18 h;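 active = inhibition above the campaign's mean inhibition across all tested compounds plus 3 SD, cut at about 9.9% in these data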;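 note: uninfected addAB+ strain grown without phage in ampicillin broth; 0% = DMSO wells and 100% = ciprofloxacin 0.95 µg/ml wells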
# Mot1-301 SUMO: SUMOylation pathway inhibition by Mot1-301 growth rescue. 320,000 compounds, 1% hits. S. cerevisiae Mot1-301 growth rescue, ATP luminescence, 38.5C; percent above DMSO median, 100 means doubled. growth rescue, % at 18.8 µM;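 active = every valid replicate shows activation above 250% relative to neutral control wells; inactive = the rest, any valid replicate at or below 250%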;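 note: OY570 slx delta 5 strain wells were the positive control but not used for scaling; some compounds called inactive have numbers as strong as hits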
# Arrestin-AP2 inh: inhibitors of human beta-arrestin and AP2 interaction; inhibition, % at 10 µM; FITC-arrestin peptide / GST-AP2 beads, flow cytometry; AP2 beta2 appendage carries R879A mutation; 340,000 compounds, 0.31% hits; AID 504490;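 active = inhibition above a set limit, near 3 SD of compounds lacking own fluorescence, cut at about 54% in these data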;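 note: plate controls were DMSO wells for no effect and 5 µM unlabelled arrestin peptide for full effect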
#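 System: GST-AP2 R879A glutathione beads. Medium: PBS with 0.05% Tween 20 and 0.1% BSA. Also added: FITC-arrestin peptide, 50 nM. Incubation: 12 min plus 1 h, RT. Measured by: high-throughput flow cytometry of beads, ex 488, em 535 nm. Evaluation: percent drop in bead-associated FITC signal.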
# OPRM1-OPRD1 inv: mu-delta opioid heterodimer inverse agonism | cell-based MOR-DOR heterodimer luminescence | inhibition, % at 9.3 µM | 340,000 compounds, 0.21% hits; in the data active = inhibition above about 22%, passing the limit was not always enough;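 note: 0% = cells with DMSO and 100% = wells without cells with DMSO; values of inactives mirror those of a sister screen read the other way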
# PKA-R1A act: PKA-R1A complex activation. P00514+P68181. PKA-R1A dissociation, Cy5-IP20 fluorescence polarization; scaled: DMSO 0%, 113 µM cGMP 100%. activation, % at 11.4 µM. 340,000 compounds, 0.083% hits;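 active = percent activation above the mean of all tested compounds plus 3 SD, cut at about 19% in these data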;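 note: higher means more PKAc released from R1A so a rise in polarization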
# AddAB inh: less growth of phage-infected E. coli with AddAB. E. coli expressing H. pylori AddAB, absorbance growth. inhibition, % at 11.9 µM. 330,000 compounds, 0.29% hits; in the data active = inhibition above about 12%;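 note: 0% = vehicle wells of infected cells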
# Tat export inh: blocks Tat-dependent protein export in E. coli | 340,000 compounds, 0.036% hits | E. coli MC4100 TorA-mCherry Tat export, fluorescence | inhibition, % at 10 µM | AID 488895;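 active = mean replicate inhibition at least 50% and at least half of replicates individually reaching 50%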;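 note: exported cargo escapes ClpAP degradation while cytoplasmic cargo is degraded and loses fluorescence; 0% = median of neutral control wells and 100% = median of NaSCN control wells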
# PfHsp90 yeast 2: growth inhibition of yeast expressing Plasmodium Hsp90. S. cerevisiae expressing PfHsp90, BacTiter-Glo ATP, 48 h; yeast lacking PDR1 and PDR3 efflux regulators. inhibition, % at 9.4 µM. 310,000 compounds, 0.32% hits;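 active = every replicate shows inhibition above about 80%, whatever the replicate mean, limit read from the data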;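 note: 0% = DMSO neutral controls and 100% = 20 µM radicicol positive controls; yeast relying on Plasmodium falciparum Hsp90 in place of its own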
# OPRM1-OPRD1 ag: OPRM1-OPRD1 heterodimerization agonism; cells, luminescence; activation, % at 9.3 µM; 340,000 compounds, 0.3% hits; AID 504326; P35372+P41143; in the data active = activation above about 18%;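 note: 0% = vehicle-treated cells and 100% = reference agonist; values of inactives mirror those of a sister screen read the other way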
# Pemphigus Ab inh: human desmoglein-3 autoantibody binding inhibition | DSG3-coupled beads, scFv-anti-DSG3-GFP binding, flow cytometry; hits give low values | P32926 | binding (percent of control), % at 10 µM | 310,000 compounds, 0.48% hits;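 active = binding more than 3 SD below its plate's average and above zero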;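 note: hits lower antibody fragment binding to DSG3; some compounds called inactive have numbers as strong as hits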
# Target sequence (P32926 whole entry, looked up, the tested form may be a part): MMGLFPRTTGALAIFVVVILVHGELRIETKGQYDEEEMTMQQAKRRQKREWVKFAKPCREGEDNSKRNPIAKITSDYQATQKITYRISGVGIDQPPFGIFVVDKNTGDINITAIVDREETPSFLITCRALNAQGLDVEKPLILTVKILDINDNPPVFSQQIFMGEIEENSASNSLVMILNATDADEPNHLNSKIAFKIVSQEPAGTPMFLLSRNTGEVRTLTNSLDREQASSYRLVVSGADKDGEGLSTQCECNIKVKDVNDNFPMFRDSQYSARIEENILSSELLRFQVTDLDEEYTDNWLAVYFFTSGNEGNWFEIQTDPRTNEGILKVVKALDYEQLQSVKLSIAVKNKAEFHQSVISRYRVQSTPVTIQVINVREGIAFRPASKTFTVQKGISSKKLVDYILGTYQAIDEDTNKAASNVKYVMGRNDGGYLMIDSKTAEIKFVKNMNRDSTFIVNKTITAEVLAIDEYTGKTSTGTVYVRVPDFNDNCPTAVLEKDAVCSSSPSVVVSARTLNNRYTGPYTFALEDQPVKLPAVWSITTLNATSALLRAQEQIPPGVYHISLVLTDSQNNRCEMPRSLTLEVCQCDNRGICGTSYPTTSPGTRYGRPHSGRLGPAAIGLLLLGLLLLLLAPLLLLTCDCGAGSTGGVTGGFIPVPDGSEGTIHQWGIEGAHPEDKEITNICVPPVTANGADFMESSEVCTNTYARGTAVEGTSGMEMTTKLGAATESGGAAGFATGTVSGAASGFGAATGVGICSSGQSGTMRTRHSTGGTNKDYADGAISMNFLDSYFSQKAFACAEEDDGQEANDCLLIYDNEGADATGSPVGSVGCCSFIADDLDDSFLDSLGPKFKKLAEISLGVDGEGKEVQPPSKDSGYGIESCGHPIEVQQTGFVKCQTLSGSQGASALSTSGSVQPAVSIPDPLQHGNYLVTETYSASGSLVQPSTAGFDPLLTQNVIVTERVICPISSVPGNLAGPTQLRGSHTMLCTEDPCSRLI
# phage Ecoli inh: E. coli growth loss with phage present; growth absorbance; inhibition, % at 11.9 µM; 360,000 compounds, 0.26% hits; in the data active = inhibition above about 11%
# An asterisk follows results filed as active; x = not tested or not shown.
# Every second line gives: PfHsp90 yeast 2	Tat export inh	Pemphigus Ab inh	E coli growth	OPRM1-OPRD1 inv	phage Ecoli inh	OPRM1-OPRD1 ag	Mot1-301 SUMO	AddAB inh	Arrestin-AP2 inh	PKA-R1A act
1	O=C(Nc1ccc(F)cc1)Oc1ccc[nH]c1=O
  16.6	-7.3	92.4	-0.5	6.7	-1.1	-1.3	-9.5	-2.4	3.0	-16.2
2	CCOc1ccc(Oc2nc(Nc3ccc(C)cc3)nc(N(C)C)n2)nn1
  14.4	-8.7	x	1.6	0.1	3.6	0.0	2.6	2.2	1.0	-1.5
3	Cn1cc([N+](=O)[O-])c(C(=O)N/N=C/c2ccc3c(c2)OCO3)n1
  -3.4	3.8	87.3	1.5	12.9	5.6	-2.6	-12.9	-0.1	-11.8	11.0
4	O=C(OCCNc1ccc(C(F)(F)F)cc1[N+](=O)[O-])c1cc2ccccc2oc1=O
  -9.8	0.9	114.7	-0.9	3.2	3.6	-0.6	-13.9	2.2	-9.5	-7.5
5	Cc1ccc(S(=O)(=O)Nc2ccc(C(=O)NCc3ccccn3)cc2)cc1
  3.9	-0.8	115.9	-3.8	16.7	7.1	-3.3	-5.1	-2.1	2.9	12.3
6	COc1ccc(OC)c(-c2nn(-c3ccccc3)cc2C(=O)NCC2CCCO2)c1 (stereo unspecified)
  -17.5	1.8	102.3	0.7	24.6	0.2	-4.8	274.2	3.8	-9.4	-7.4
7	CC(=O)OC(c1nc2ccccc2c(=O)n1C1CC2(OC1=O)c1ccccc1N1C(=O)C(C)(C)N(O)C12)C(C)C (stereo unspecified)
  -17.2	-4.9	105.8	-1.5	11.9	4.5	-2.4	11.8	3.4	11.7	0.6
8	CC(=O)C(CC(=O)N1CCCC1)C(=O)Nc1ccc(Cl)cc1 (stereo unspecified)
  -9.3	-9.8	x	0.4	4.7	1.7	-1.2	-11.4	2.2	-8.2	14.5
9	Cc1sc2ncnc(Nc3ccc(N4CCOCC4)cc3)c2c1-c1ccccc1
  -4.2	8.6	100.8	-0.6	9.9	5.7	-2.0	-5.0	1.2	14.7	3.8
10	Cc1ccccc1C(=O)Nc1sc2c(c1C(=O)O)CCC2
  18.1	1.1	106.8	2.1	19.5	4.0	-3.8	-30.3	3.5	14.4	-5.6
11	CS/C(=N\S(=O)(=O)c1cccs1)Nc1ccc(F)c(Cl)c1
  2.8	14.2	103.8	1.4	-13.9	4.5	2.4	232.4	-0.6	15.8	-6.0
12	CCCc1cc(=O)n2[nH]cnc2n1
  0.9	-4.0	93.8	-0.4	10.0	1.0	-2.1	-2.7	3.2	5.3	-0.7
13	COc1ccc(C(NC(=O)CN2CCCCCC2)c2ccc(OC)cc2)cc1
  10.3	2.6	x	0.4	8.0	1.5	-1.1	-16.4	0.2	0.8	-9.4
14	Cc1ccc(S(=O)(=O)Nc2c(C)n(C)n(-c3ccccc3)c2=O)cc1C(=O)OC(C)C(=O)c1ccccc1 (stereo unspecified)
  -1.3	1.7	x	x	7.5	2.5	-1.8	x	x	-5.0	2.5
15	O=C(O)CC/C(=N\Nc1ccc(S(=O)(=O)N2CCOCC2)cc1[N+](=O)[O-])c1cccs1
  4.4	9.9	92.2	-0.5	2.8	1.5	-0.5	15.3	-0.1	12.4	-2.5
16	CCCc1nn(C)c(C(=O)Nc2cccc(CC)c2)c1Cl
  12.9	3.5	99.2	3.4	-0.9	0.4	0.2	-15.4	0.0	12.1	-9.0
17	Cc1ccc(C(=O)NCC(=O)Nc2cccc(C(F)(F)F)c2)cc1
  -8.2	2.3	92.6	-0.5	-15.8	0.0	2.6	-3.7	1.4	-2.7	-0.8
18	Cc1onc(-c2c(Cl)cccc2Cl)c1C(N)=S
  19.5	0.0	99.4	1.5	11.2	4.1	-1.9	6.7	2.9	-9.9	-6.1
19	Cc1ccc(S(=O)(=O)NN2C(=O)c3ccccc3NC2c2cccc(O)c2)cc1 (stereo unspecified)
  10.1	-4.7	x	1.5	x	5.6	x	-0.7	3.6	38.3	x
20	O=C(COc1ccc(Br)cc1)N(Cc1ccccc1)c1ccccn1
  2.4	2.4	80.4	1.7	-7.2	3.1	1.4	-5.2	1.4	-13.5	-12.6
21	O=C(CSc1ccccn1)c1ccc2c(c1)OCO2
  -1.6	0.6	84.1	1.4	11.6	4.7	-2.3	66.0	2.6	3.1	3.0
22	O=C(c1cccnc1)N1CCN(Cc2ccc3c(c2)OCO3)CC1
  14.7	-8.7	x	-1.4	15.3	-3.0	-3.1	-14.4	2.2	24.8	-3.9
23	Cc1ccc(S(=O)(=O)NC2(C(F)(F)F)NC(=O)N(C)C2=O)cc1 (stereo unspecified)
  -2.1	2.3	95.8	0.2	-1.5	0.7	0.2	-5.7	1.8	8.0	-3.0
24	Cc1ccc(S(=O)(=O)N2CCN(C(C)C(=O)Nc3ccccc3-c3ccccc3)CC2)cc1 (stereo unspecified)
  5.3	10.7	101.8	-2.9	-3.6	0.9	0.6	1.4	3.7	5.2	4.1
25	CC1CCN(CC(=O)Nc2nc(-c3ccccc3)cs2)CC1
  17.0	-11.0	107.5	-0.2	-39.5	1.4	7.9	-2.5	-2.3	9.2	-1.5
26	COc1ccc(-c2nc(C#N)c(NC(C)c3ccccc3)o2)cc1OC (stereo unspecified)
  -6.3	8.6	112.2	0.6	11.9	1.7	-2.1	416.5*	1.5	0.4	0.1
27	Nn1cc(-c2ccccc2)nc1SCC(=O)N1CCN(S(=O)(=O)c2ccc3ccccc3c2)CC1
  9.4	-1.8	110.8	-0.6	14.9	4.7	-3.0	-27.3	3.2	-32.6	-3.0
28	CCCCN1C(=O)c2ccc(C(=O)N(C)CC(=O)Nc3ccc(OCC)c(OCC)c3)cc2C1=O
  x	3.5	89.0	-2.8	3.4	3.0	-0.7	-7.8	-1.6	2.2	5.1
29	O=C(O)Cn1cc(CN2CCOCC2)c2ccccc21
  -30.3	-7.9	112.7	0.2	9.2	2.7	-1.7	-16.1	-0.2	6.9	-8.7
30	COCC(C)n1c(C)cc(C(=O)COC(=O)c2c(C)nn(-c3ccccc3)c2C)c1C (stereo unspecified)
  27.9	-2.8	104.8	0.5	-15.3	1.7	2.7	-6.2	-0.4	6.0	1.2
31	COc1ccc2[nH]cc(CCNC(=O)Cc3ccc(F)cc3)c2c1
  -10.9	5.4	114.2	1.4	13.6	-0.8	-2.6	-0.4	4.3	39.8	-0.9
32	CC(C)(C)NC(=O)C(c1ccccn1)N(C(=O)c1csnn1)C1CCCCC1 (stereo unspecified)
  -2.2	1.8	103.2	0.2	10.6	2.9	-2.0	-3.4	0.9	10.3	-2.6
33	CCCCNC(=O)Cn1cnc2c(cnn2-c2ccc(C)cc2)c1=O
  -29.5	-4.7	101.7	0.7	9.6	1.8	-2.0	11.1	2.3	-0.5	8.9
34	Cn1ccc(-c2ccccc2)c(C#N)c1=O
  -1.4	-11.6	94.5	0.1	7.6	3.2	-1.5	-12.2	-1.1	-0.8	2.8
35	Cc1ccc2nc(SCC(=O)NC3CCCc4ccccc43)[nH]c2c1 (stereo unspecified)
  11.1	-1.9	x	0.2	-13.1	-0.3	2.5	-2.1	2.7	-11.3	3.2
36	COc1cccc(Nc2nc(CN3CCOCC3)nc3sc4c(c23)CCCC4)c1
  4.3	11.9	89.2	-2.8	0.9	1.6	-0.2	9.4	-1.0	9.5	1.3
37	CC1(C(=O)OCC(=O)c2c[nH]c3ccccc23)CC1(Cl)Cl (stereo unspecified)
  x	-2.5	98.6	0.1	-9.8	1.9	1.8	-5.6	0.4	-1.0	-11.4
38	O=c1[nH]c(N2CCOCC2)nc2c1CCCC2
  -28.9	-1.2	102.3	-3.2	14.4	3.1	-2.3	-9.1	-1.6	4.7	-4.8
39	Cc1cc(S(=O)(=O)N2CCC(N3CCCCC3)CC2)ccc1-n1cnnn1
  16.6	2.3	104.3	1.0	11.6	2.8	-1.9	5.4	2.1	-2.6	-10.0
40	CCc1nnc(NC(=O)C2CCCN2C(=O)Nc2ccccc2)s1 (stereo unspecified)
  -19.6	3.5	105.4	2.0	9.8	1.4	-1.4	4.0	1.6	6.8	3.4
41	C=CCNC(=O)c1sc(=S)n(-c2ccc(C(=O)OCC)cc2)c1N
  -0.3	3.9	101.9	-2.2	18.4	4.6	-3.4	-10.8	0.7	13.3	5.6
42	CC(C)CCNC(=O)c1c(CSc2ccc(Cl)cc2)noc1C(=O)NCc1ccccc1
  -26.6	0.8	99.5	-0.2	1.0	0.2	-0.2	-15.2	3.2	-6.5	-3.9
43	COc1ccc(CNC(=O)c2ccc(CS(=O)Cc3cccc(Cl)c3)o2)cc1 (stereo unspecified)
  -8.5	-1.0	x	-1.2	12.5	2.4	-2.5	0.6	5.5	46.3	-12.9
44	CCCN(CC(=O)Nc1ccccc1C)C(=O)c1ccc(N2CCCC2=O)cc1
  -6.5	3.2	x	-0.7	10.2	3.9	-2.6	-13.0	1.1	1.7	6.1
45	CC(=O)Nc1ccc(OCCOc2ccc(/C=C3/C(=N)N4C=CSC4=NC3=O)cc2)cc1
  -11.1	-0.3	98.9	-1.6	5.7	2.8	-0.8	1.2	2.2	3.6	-2.2
46	O=C(NN1CCOCC1)c1ccc(Br)s1
  5.3	-1.1	110.3	0.8	10.5	0.2	-2.2	-13.1	1.9	-14.2	-4.1
47	O=S(=O)(c1ccc(S(=O)(=O)N(Cc2ccc(F)cc2)C2CCCC2)cc1)N1CCCC1
  -2.8	-2.3	103.5	x	4.7	3.3	-0.8	x	x	25.0	-3.3
48	O=C(NC(=S)Nc1ncc(Br)cc1Br)c1cncc(Br)c1
  6.1	-2.9	110.9	0.1	7.7	3.1	-1.4	1.8	1.4	3.9	1.4
49	CCCN(CCC)S(=O)(=O)c1ccc2c(c1)CCCN2C(C)=O
  -3.1	6.0	112.6	1.1	13.1	2.0	-2.2	x	0.8	8.7	-1.4
50	Cc1nc2sc(C(c3ccc(Cl)cc3)N3CCOCC3)c(O)n2n1 (stereo unspecified)
  7.7	11.7	85.6	2.5	9.2	0.3	-1.5	-0.2	2.9	1.4	-4.6
51	CCOc1ccc(C(=O)NCC(=O)NCC(c2ccccc2OC)N2CCCC2)cc1 (stereo unspecified)
  -5.1	3.8	134.1	1.2	10.6	-0.2	-1.7	1.0	6.0	-1.8	-5.2
52	CC(NC(=O)C1CCCC1)c1ccc(Br)cc1 (stereo unspecified)
  3.7	7.8	109.6	-0.4	-5.9	1.4	1.2	-8.8	-0.6	0.3	0.8
53	O=C(NNC(=S)Nc1ccccc1C(F)(F)F)C1CC1
  -5.0	-6.3	96.4	-2.3	x	1.6	x	-3.7	2.0	6.1	x

# From PubChem BioAssay
